Compound activity as filed in PubChem BioAssay.
MITF primary: inhibitors of human MITF. O75030. AlphaScreen MITF homodimerization, bead proximity signal. inhibition, % at 2.6 µM. hit rate 0.91% among 650,000. AID 1259374; in the data active = inhibition above about 50%;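 note: 0% = vehicle wells with protein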
Target sequence (O75030 whole entry, looked up): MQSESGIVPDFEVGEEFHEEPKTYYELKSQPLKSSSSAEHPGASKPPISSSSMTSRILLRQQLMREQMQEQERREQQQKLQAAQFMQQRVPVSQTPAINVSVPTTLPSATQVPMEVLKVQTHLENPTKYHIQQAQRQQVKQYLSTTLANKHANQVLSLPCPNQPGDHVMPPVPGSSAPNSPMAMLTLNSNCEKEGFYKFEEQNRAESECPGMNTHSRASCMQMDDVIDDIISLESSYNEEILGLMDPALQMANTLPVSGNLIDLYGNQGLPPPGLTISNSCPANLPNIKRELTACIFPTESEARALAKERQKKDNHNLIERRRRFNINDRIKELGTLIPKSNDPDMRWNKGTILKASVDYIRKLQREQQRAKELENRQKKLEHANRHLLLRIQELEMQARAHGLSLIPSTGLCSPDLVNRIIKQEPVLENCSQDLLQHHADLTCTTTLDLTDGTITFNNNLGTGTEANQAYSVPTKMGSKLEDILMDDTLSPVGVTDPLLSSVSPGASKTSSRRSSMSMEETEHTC
FBW7 act: activators of human E3 ligase FBW7; AID 1259310; normalized activity (activation), % at 26.1 µM; Q969H0; hit rate 0.13% among 650,000; AlphaScreen FBW7–phospho-cyclin E peptide binding, activator screen; in the data active = normalized activity above about 1.9%;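 note: purified mutant Fbw7 with reduced substrate affinity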
GPR151 ag: activates the human receptor GPR151; Q8TDV0; PathHunter beta-arrestin GPR151 cells, luminescence; activation, % at 11.2 µM; hit rate 1% among 650,000; AID 1508602; in the data active = activation above about 4.9%;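 note: 0% = median of compound wells and 100% = cells with positive control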
Target sequence (Q8TDV0 whole entry, looked up): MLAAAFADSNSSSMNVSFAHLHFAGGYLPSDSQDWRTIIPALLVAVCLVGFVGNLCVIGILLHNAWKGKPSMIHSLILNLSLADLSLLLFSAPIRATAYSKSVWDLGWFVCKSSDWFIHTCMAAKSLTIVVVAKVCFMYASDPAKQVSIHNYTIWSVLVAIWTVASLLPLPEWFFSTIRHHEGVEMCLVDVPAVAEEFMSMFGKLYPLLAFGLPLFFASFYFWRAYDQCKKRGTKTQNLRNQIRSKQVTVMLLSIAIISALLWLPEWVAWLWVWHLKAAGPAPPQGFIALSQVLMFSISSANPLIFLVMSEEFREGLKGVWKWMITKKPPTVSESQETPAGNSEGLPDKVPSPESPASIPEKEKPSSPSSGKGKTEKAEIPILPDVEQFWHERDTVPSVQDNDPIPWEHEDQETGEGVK
TEAD-YAP block: TEAD-YAP interaction inhibition | inhibition, % at 9.12 µM | hit rate 1.4% among 640,000 | HEK-TIYL cells, TEAD-Gal4/YAP UAS-luciferase luminescence; in the data active = inhibition above about 32%;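 note: 0% = median of test compound wells and 100% = reference inhibitor wells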
The depositor's hits bear a star.

#1 O=C(CCc1cccnc1)NCc1nnc2n1CCN(Cc1ccco1)CC2
#2 Cc1cc(C)nc(SCC(=O)N/N=C/c2cc([N+](=O)[O-])ccc2Cl)n1
#3 CCOC(=O)c1sc(NC(=O)c2cc(-c3ccc(C(C)C)cc3)nc3ccccc23)c(C(=O)OCC)c1C
#4 CC1=C(C(=O)OC(C)C)C(c2ccc(OCC(N)=O)cc2)NC(=S)N1 (stereo not drawn)
#5 CCOc1ccccc1CNC(=O)CN(C)c1nn2c(=O)cc(C)nc2s1
#6 O=C(CN(C(=O)c1ccccc1)N1C(=O)CCC1=O)c1cccs1
#7 O=S(=O)(Nc1ccc(N2CCC(NCCc3cccs3)CC2)cc1)c1ccccc1
#8 COc1ccccc1Cc1noc(-c2cc(Cl)ccc2OC)n1
#9 Cc1ccc(S(=O)(=O)N2c3ccccc3Sc3cccc(Cl)c32)cc1
#10 Cc1ccc(NC(=O)COc2ccc(C)c(C)c2)cc1C

Assay by compound | 1 | 2 | 3 | 4 | 5 | 6 | 7 | 8 | 9 | 10
MITF primary | -11 | 22 | 11 | 3 | -1 | 22 | 10 | 7 | 3 | 5
FBW7 act | 0.0 | 0.2 | 0.2 | -0.2 | 0.1 | 0.1 | 0.0 | -0.1 | 0.3 | 0.0
GPR151 ag | 0.5 | -0.7 | -1.1 | -0.7 | 0.2 | 1.4 | -0.9 | 6.3* | 1.2 | 0.3
TEAD-YAP block | 1 | 4 | -1 | -6 | -2 | -1 | 4 | 1 | 11 | 3

#11 CCOc1ccc(N2CC(C(=O)NCc3ccc(CC)cc3)CC2=O)cc1 (stereo not drawn)
#12 N#CCSc1nc(NCCc2ccccc2)c2ccccc2n1
#13 O=C1CN(CC(=O)Nc2ccc3c(c2)OC(F)(F)O3)CCN1
#14 O=C(NCc1csc(-c2cccs2)n1)c1nc2ccccc2s1
#15 CC1CCc2c(sc(NC(=O)c3cc4n(n3)C(C(F)(F)F)CC(c3ccc(Cl)c(Cl)c3)N4)c2C#N)C1 (stereo not drawn)
#16 Cc1cccn2cc(CCNC(=O)c3cccs3)nc12
#17 O=C(Cc1cccs1)N/N=C\C(Cl)=C\c1ccccc1
#18 O=C1c2ccccc2S(=O)(=O)N1CCO
#19 COc1cc(NC(=O)c2cncc(-c3c(C)nn(C)c3C)c2)cc(OC)c1OC
#20 CCn1cc(NC(=O)NCCc2ccc(F)cc2)c2ccccc21

Assay by compound | 11 | 12 | 13 | 14 | 15 | 16 | 17 | 18 | 19 | 20
MITF primary | -8 | -5 | 16 | 5 | 12 | -5 | 16 | 1 | 4 | 8
FBW7 act | -0.1 | 0.1 | 0.5 | 0.0 | 1.4 | -0.3 | 0.6 | 0.3 | 0.0 | 0.3
GPR151 ag | 0.3 | -0.7 | -0.3 | -1.2 | -1.2 | 0.2 | 2.1 | -0.7 | 0.3 | -0.8
TEAD-YAP block | -7 | -11 | 6 | -28 | 2 | -9 | -58 | 5 | -1 | -7

Brought forward from above: 2 compounds, then new ones.
#19 COc1cc(NC(=O)c2cncc(-c3c(C)nn(C)c3C)c2)cc(OC)c1OC
#20 CCn1cc(NC(=O)NCCc2ccc(F)cc2)c2ccccc21
#21 Nc1ccc2nc(-c3cccs3)[nH]c2c1
#22 O=C(O)C1CCCN1C(=O)Oc1ccccc1 (stereo not drawn)
#23 O=C(CN1C(=O)N/C(=C\c2ccc(N3CCCC3)cc2)C1=O)Nc1ccccc1F
#24 COc1cc(/C=C2\SC(=S)NC2=O)cc(Cl)c1OS(C)(=O)=O
#25 COc1ccc(NC(=O)N(Cc2c[nH]c3ccccc23)C(C)C)c(OC)c1
#26 Cc1ccc(NC(=O)Cn2ncc3ccccc32)c(Cl)c1
#27 CCOc1ccccc1NC(=O)c1sc2nc3cc(OC)c(OC)cc3cc2c1N
#28 O=C(NCCCN1CCCC1=O)/C(=C/c1ccco1)NC(=O)c1ccccc1
#29 COc1ccc(C(=O)NNC(=O)c2ccc(OC)c(OC)c2)cc1OC
#30 N#C/C(=C/Nc1ccc(I)cc1)c1nc2ccccc2o1

Assay by compound | 19 | 20 | 21 | 22 | 23 | 24 | 25 | 26 | 27 | 28 | 29 | 30
MITF primary | 4 | 8 | -8 | -3 | 0 | 5 | 8 | -7 | 12 | 8 | 8 | -4
FBW7 act | 0.0 | 0.3 | 0.5 | 0.2 | 0.0 | -0.3 | -0.2 | -0.1 | 0.2 | 0.2 | -0.1 | 0.1
GPR151 ag | 0.3 | -0.8 | -6.0 | 0.0 | -0.7 | -0.9 | -0.3 | 2.5 | -0.8 | 0.8 | 1.3 | -0.4
TEAD-YAP block | -1 | -7 | -43 | 3 | -6 | -9 | 2 | -11 | -6 | 14 | -3 | 4

#31 CN(C)C(=O)NCc1cccnc1
#32 C=CCN(CC=C)C(=O)c1ccc(OC)c(OC)c1
#33 N#Cc1cccc(CN2CCc3nc(-c4ccccn4)nc(N4CCOCC4)c3C2)c1
#34 CCOC(=O)c1c(C=O)c(C)n(C)c1C
#35 CCOCCCNS(=O)(=O)c1ccc2c(c1)OCCO2
#36 Cc1ccc(NC2CC(=O)N(c3ccc(C)cc3)C2=O)cc1 (stereo not drawn)
#37 O=C1CN(S(=O)(=O)c2ccc(F)cc2)CC(=O)N1CCc1ccccc1
#38 CCOCCCNC(=O)C(c1ccccc1)N1CCOCC1 (stereo not drawn)
#39 COc1ccc(O)c(CN2CCN(Cc3ccc(F)cc3)C(CCO)C2)c1 (stereo not drawn)
#40 CC(C)n1cnc2c(Nc3ccc(N4CCOCC4)cc3)nc(Nc3cccnc3)nc21

Assay by compound | 31 | 32 | 33 | 34 | 35 | 36 | 37 | 38 | 39 | 40
MITF primary | 3 | -13 | 9 | -1 | 0 | -10 | 17 | -2 | -3 | -3
FBW7 act | 0.0 | -0.2 | -0.5 | -0.1 | 0.1 | -0.2 | 0.1 | -0.3 | -0.2 | -0.1
GPR151 ag | -1.0 | -0.8 | 0.7 | -1.2 | 1.8 | -0.1 | 2.0 | -0.2 | 0.2 | -0.9
TEAD-YAP block | -2 | -6 | 3 | 3 | 1 | 1 | 3 | 1 | -11 | 25

#41 CC1CCCC(C)N1C(=O)C1=CC(c2ccco2)=NS(=O)(=O)N1C (stereo not drawn)
#42 CC(C)N(CCNc1nc(Nc2cccc(N(C)C)c2)nc2c1ncn2C(C)C)C(C)C
#43 Cn1c(Nc2nc(NCc3nc4ccccc4[nH]3)c3[nH]cnc3n2)nc2ccccc21
#44 Oc1ccccc1C(O)c1ccccc1 (stereo not drawn)
#45 CCC(C)OC(=O)C1=C(C)NC2=C(C(=O)CC(c3ccccc3)C2)C1c1ccc(Cl)c(Cl)c1 (stereo not drawn)
#46 COC(=O)c1cc(S(=O)(=O)NCc2cccc(OC)c2)c[nH]1
#47 CCOC(=O)C1=C(C)N=c2s/c(=C\c3ccc(-c4cc([N+](=O)[O-])ccc4C)o3)c(=O)n2C1c1ccc(Cl)cc1 (stereo not drawn)
#48 O=c1c2nnn(Cc3ccccc3F)c2ncn1Cc1ccccc1F
#49 COc1ccc(-c2nn(CCC#N)cc2C(=O)N2CCCCC2)cc1
#50 O=C(Cc1ccc2c(c1)OCCO2)OCC(=O)c1c[nH]c2ccccc12

Assay by compound | 41 | 42 | 43 | 44 | 45 | 46 | 47 | 48 | 49 | 50
MITF primary | 2 | 2 | -2 | -19 | -19 | 12 | -3 | 7 | 15 | -1
FBW7 act | 0.0 | -0.1 | -0.1 | 0.1 | 1.0 | 0.0 | -0.1 | -0.1 | 0.1 | -0.1
GPR151 ag | 1.1 | -0.2 | -1.5 | -0.3 | 0.2 | 1.4 | -1.3 | 0.6 | 1.0 | -0.3
TEAD-YAP block | 10 | 12 | -5 | 10 | 8 | -5 | -7 | 2 | -3 | 6

#51 O=[N+]([O-])C1(CO)COC(c2ccccc2)OC1 (stereo not drawn)
#52 COc1cc2nc(/C=C/c3ccccc3)oc(=O)c2cc1OC
#53 Cc1ccccc1Cn1c(C)nc2sc3c(c2c1=O)CCCC3
#54 N#Cc1cccc(-c2ccnc(Nc3ccc(N4CCOCC4)cc3)n2)c1
#55 S=C(NCCCn1ccnc1)Nc1ccccc1Cl
#56 CCN(CC)S(=O)(=O)NC(=O)Nc1c(C#N)cnn1-c1ccccc1
#57 COCC(C)NC(=O)C1CC(c2ccc(F)cc2)=NO1 (stereo not drawn)
#58 COc1ccc(-c2csc3ncc(C(=O)N[C@H](CO)C(C)C)c(=O)n23)cc1
#59 COc1cc(-c2nccnc2NCCCO)cc(OC)c1OC
#60 S=c1[nH]nc(Cc2ccsc2)n1Cc1ccccc1

Assay by compound | 51 | 52 | 53 | 54 | 55 | 56 | 57 | 58 | 59 | 60
MITF primary | 23 | 2 | 21 | 10 | 17 | 0 | 0 | 9 | 7 | 0
FBW7 act | 0.1 | 0.0 | 0.0 | 0.0 | -0.1 | -0.1 | 0.1 | 0.1 | -0.4 | 0.1
GPR151 ag | 0.3 | 0.1 | 1.5 | -0.1 | 0.5 | -0.8 | 1.7 | -1.1 | 2.4 | 0.0
TEAD-YAP block | 4 | 4 | -7 | -9 | 3 | 12 | -2 | 4 | 7 | 0

#61 O=C(Nc1nccs1)c1cc2ccccc2o1
#62 CN1C(=O)CC(N2CCN(Cc3ccccc3)CC2)C1=O (stereo not drawn)
#63 O=C(C1CCCO1)N1CCN(C(=S)Nc2ccccc2Cl)CC1 (stereo not drawn)
#64 COc1ccc2c(CNC3CCCC(C)C3C)c(C(=O)O)n(Cc3ccc(C)cc3)c2c1 (stereo not drawn)
#65 Nc1nc2cc(S(=O)(=O)N3CCOCC3)ccc2o1
#66 Nc1c(S(=O)(=O)c2ccc(Cl)cc2)c2nc3ccccc3nc2n1CCCO
#67 Cc1nnc2ccc(SCC(=O)N3CCCC(OCc4ccccn4)C3)nn12 (stereo not drawn)
#68 COC(=O)C1=C(C)Nc2ncnn2C1c1ccc(OC(=O)c2ccccc2)cc1 (stereo not drawn)
#69 COc1ccc(/C(C)=N\NC(=O)c2cccc(Br)c2)cc1
#70 Cc1nn(C(=O)COc2ccccc2)c(C)c1Sc1ccc([N+](=O)[O-])cc1

Assay by compound | 61 | 62 | 63 | 64 | 65 | 66 | 67 | 68 | 69 | 70
MITF primary | -7 | -8 | -5 | 10 | 13 | -15 | 21 | 1 | 6 | -1
FBW7 act | 0.0 | 0.2 | 0.0 | 0.2 | 0.3 | 0.0 | 0.1 | -0.2 | 0.2 | -0.1
GPR151 ag | -9.4 | 1.7 | 1.6 | 4.9* | 0.4 | 1.3 | -0.6 | 0.5 | 0.2 | -0.6
TEAD-YAP block | 58* | 7 | 0 | 11 | -6 | -5 | -4 | 1 | -20 | -6

#71 COc1ccc(CNS(=O)(=O)c2ccc(F)c(C(=O)Nc3ccccc3OC)c2)cc1
#72 O=C1CSC(c2ccccc2F)N1Cc1ccccc1 (stereo not drawn)
#73 CC(C)CC(NC(=O)/C(=C/c1ccc(Cl)cc1)NC(=O)c1ccco1)C(=O)O (stereo not drawn)
#74 COc1cccc(Nc2cc(C)nc3c(C)cccc23)c1
#75 CCN1CCN(CCCN2C(=O)C3C(C(=O)Nc4ccc(C)c(C)c4)C4C=CC3(O4)C2C(=O)NC2CCCCC2)CC1 (stereo not drawn)
#76 COC(=O)C(CCSC)NC(=O)C1CCN(c2nc(C)c3ccccc3n2)CC1 (stereo not drawn)
#77 C/C(=N\NC(=O)COc1ccc(C)cc1)c1ccc(C)o1
#78 O=C(O)c1ccc(S(=O)(=O)NCc2ccc(F)cc2)cc1
#79 O=C(c1ccno1)N(Cc1ccccn1)c1nc2ccc(F)cc2s1
#80 O=C(Nc1ccc(F)cc1)C1CC(=O)N(Cc2ccccc2)C(=Nc2ccc(Cl)cc2)S1 (stereo not drawn)

Assay by compound | 71 | 72 | 73 | 74 | 75 | 76 | 77 | 78 | 79 | 80
MITF primary | 13 | 2 | -8 | 12 | 6 | 19 | 19 | 0 | 5 | 1
FBW7 act | 0.2 | 0.1 | 0.0 | 0.2 | 0.0 | 0.2 | 0.0 | -0.1 | 0.4 | 0.1
GPR151 ag | 4.2 | 0.4 | 2.3 | -1.9 | 1.0 | -0.8 | -0.1 | -0.1 | -6.3 | 1.0
TEAD-YAP block | -7 | -12 | 5 | 6 | 9 | 7 | 10 | -4 | 7 | 6

Structures from the list above that contain a thiophene ring, fused or not, in the order listed:
#3 CCOC(=O)c1sc(NC(=O)c2cc(-c3ccc(C(C)C)cc3)nc3ccccc23)c(C(=O)OCC)c1C
#6 O=C(CN(C(=O)c1ccccc1)N1C(=O)CCC1=O)c1cccs1
#7 O=S(=O)(Nc1ccc(N2CCC(NCCc3cccs3)CC2)cc1)c1ccccc1
#14 O=C(NCc1csc(-c2cccs2)n1)c1nc2ccccc2s1
#15 CC1CCc2c(sc(NC(=O)c3cc4n(n3)C(C(F)(F)F)CC(c3ccc(Cl)c(Cl)c3)N4)c2C#N)C1 (stereo not drawn)
#16 Cc1cccn2cc(CCNC(=O)c3cccs3)nc12
#17 O=C(Cc1cccs1)N/N=C\C(Cl)=C\c1ccccc1
#21 Nc1ccc2nc(-c3cccs3)[nH]c2c1
#27 CCOc1ccccc1NC(=O)c1sc2nc3cc(OC)c(OC)cc3cc2c1N
#53 Cc1ccccc1Cn1c(C)nc2sc3c(c2c1=O)CCCC3
#60 S=c1[nH]nc(Cc2ccsc2)n1Cc1ccccc1

Assay by compound | 3 | 6 | 7 | 14 | 15 | 16 | 17 | 21 | 27 | 53 | 60
MITF primary | 11 | 22 | 10 | 5 | 12 | -5 | 16 | -8 | 12 | 21 | 0
FBW7 act | 0.2 | 0.1 | 0.0 | 0.0 | 1.4 | -0.3 | 0.6 | 0.5 | 0.2 | 0.0 | 0.1
GPR151 ag | -1.1 | 1.4 | -0.9 | -1.2 | -1.2 | 0.2 | 2.1 | -6.0 | -0.8 | 1.5 | 0.0
TEAD-YAP block | -1 | -1 | 4 | -28 | 2 | -9 | -58 | -43 | -6 | -7 | 0
